Screens as filed in PubChem.
CSN inh – inhibitors of CSN-mediated cullin deneddylation, primary screen, biochemical, fluorescence polarization, uHTS; actives 0.38% (n = 360,000); Purified CSN, SCF-Nedd8-OG deneddylation; AID 651999, 2013; COP9 signalosome complex subunit 5 (Homo sapiens), Q92905; inhibition, % at 12.5 µM;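 active means pattern-corrected inhibition above about 35%, with an unprinted fluorescence ratio check between 0.5 and 1.5, limit read from the data, passing the limit was not always enough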;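 further: 0% = enzyme with substrate and 100% = substrate without enzyme; some results filed as inactive read as strong as hits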
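Assay system: Purified human Csn5 enzyme expressed in HEK293T cells | Amount: Enzyme 0.24 nM | Measured by: Fluorescence polarization readout | Medium: Tris/NaCl/DTT buffer, pH 7.5 | Compound dosing: One concentration, 12.5 µM, 0.25% DMSO | Times: 90 min incubation of compound, enzyme and substrate at room temperature | Control set: no-enzyme wells high, enzyme-with-substrate wells low | Read-out: % inhibition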
Tb MetRS inh – T. brucei MetRS inhibitors, primary screen, biochemical, luminescence; methionyl-tRNA synthetase (Trypanosoma brucei brucei); purified T. brucei MetRS, ATP depletion, Kinase-Glo luminescence; inhibition, % at 11.9 µM; actives 0.4% (n = 360,000);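 active means inhibition above a per-plate cutoff of the control wells' mean inhibition plus 3 SD, cut at about 5.5% in these data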;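 further: 0% = DMSO wells median and 100% = median of wells with control inhibitor compound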
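assay system = parasite MetRS enzyme | timing = 15 min preincubation, 2 h reaction, all 25 °C | evaluation = percent inhibition relative to median high and low control wells | medium = HEPES buffer containing pyrophosphatase, BSA, spermine, DTT | compound = single dose, 11.9 µM final nominal, 0.9% final DMSO | detection = Kinase-Glo luminescence, ATP depletion format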
Scp-1 inhibitor – Scp-1 phosphatase inhibitors, primary screen, biochemical, colorimetric, uHTS; actives 0.88% (n = 340,000); Carboxy-terminal domain RNA polymerase II polypeptide A small phosphatase 1 (Homo …; inhibition, % at 20 µM; Recombinant Scp1, phosphopeptide, malachite green phosphate absorbance; AID 493091, 2011;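 active means inhibition above about 50% at 20 µM, limit read from the data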;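 further: plate controls were DMSO wells with enzyme for no effect and wells lacking enzyme for full effect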
Target sequence (Q9GZU7 76-261 limits assumed): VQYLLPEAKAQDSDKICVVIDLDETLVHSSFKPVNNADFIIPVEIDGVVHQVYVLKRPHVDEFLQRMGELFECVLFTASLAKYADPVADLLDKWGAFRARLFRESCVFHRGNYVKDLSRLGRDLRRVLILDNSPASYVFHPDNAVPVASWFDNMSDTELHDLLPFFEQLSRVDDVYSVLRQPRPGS
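Test system: SCP-1 phosphatase catalytic domain, residues 76-261; measured by: colorimetric phosphate reagent with accelerator and stabiliser, absorbance at 630 nm; timing: enzyme reaction 45 min at room temperature, colour 5 min, stabilisation 30 min; also added: Phosphorylated 17-residue peptide substrate; compound dosing: one concentration, 20 µM, with 1.0% DMSO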
DNMT1 inh – human DNMT1 methyltransferase inhibitors, primary screen, biochemical, molecular beacon, fluorescence, HinP1I cleavage, uHTS. DNA (cytosine-5)-methyltransferase 1 (Homo sapiens), P26358. inhibition (reported as % activation of signal), % at 10 µM. actives 0.83% (n = 360,000); in the data active means inhibition above about 50%
SUMO1-SIM PPI – modulators of SUMO1 protein-protein interactions, primary screen, biochemical, uHTS; Small ubiquitin-related modifier 1 (Homo sapiens), P63165; SUMO1 binding to a labelled peptide, TR-FRET, 1 h; inhibition, % at 20 µM; actives 0.33% (n = 360,000); in the data active means inhibition above about 37%
Target sequence (P63165 whole entry, looked up): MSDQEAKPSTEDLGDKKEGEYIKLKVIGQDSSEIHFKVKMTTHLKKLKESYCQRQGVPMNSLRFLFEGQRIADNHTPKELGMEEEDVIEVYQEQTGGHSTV
STEP inh – STEP phosphatase inhibitors, primary screen, biochemical, fluorescence intensity, uHTS; Tyrosine-protein phosphatase non-receptor type 5 (Homo sapiens), P54829; recombinant STEP, OMFP fluorogenic substrate; inhibition, % at 20 µM; actives 0.25% (n = 360,000);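 active means inhibition at 20 µM, scaled per plate between control wells, above about 37%, limit read from the data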;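 further: 0% = DMSO with enzyme and substrate and 100% = substrate only without enzyme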
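System: isolated STEP enzyme; schedule: 20 min enzyme reaction at room temperature, protected from light; medium: Bis-Tris buffer pH 6.0, 2.5 mM DTT, 0.005% Tween 20; signal: fluorescence, 480/540 nm; dosing: single compound dose of 20 µM, 1% DMSO final; also added: OMFP substrate, 25 µM final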
LMPTP block – LMPTP phosphatase inhibitors, primary screen, biochemical, fluorescence intensity, uHTS; Low molecular weight phosphotyrosine protein phosphatase (Homo sapiens), P24666; recombinant LMPTP-A, OMFP fluorogenic substrate; inhibition, % at 20 µM; actives 0.22% (n = 360,000);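 active means compounds that cut the enzyme signal by at least half of the control window in the single-dose screen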;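 further: plate controls were DMSO wells with enzyme plus substrate for no effect and substrate without enzyme for full effect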
Target sequence (P24666 whole entry, looked up): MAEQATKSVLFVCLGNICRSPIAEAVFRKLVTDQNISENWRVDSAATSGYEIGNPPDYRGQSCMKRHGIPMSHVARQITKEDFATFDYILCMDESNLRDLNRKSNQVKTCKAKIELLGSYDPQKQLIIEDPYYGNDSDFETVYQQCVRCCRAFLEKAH
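Test system: LMPTP-A phosphatase enzyme; input: 0.625 nM LMPTP-A final; reagent: OMFP substrate, 400 µM final; compound dosing: 20 µM single dose, 3% DMSO; incubation: 50 min dark incubation at room temperature; measured by: endpoint fluorescence intensity from OMFP dephosphorylation; measure: % inhibition relative to no-enzyme and uninhibited control wells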
Rpn11 inh – Rpn11 (PSMD14) deubiquitinase inhibitors, primary screen, biochemical, fluorescence polarization, uHTS; 26S proteasome non-ATPase regulatory subunit 14 (Homo sapiens), O00487; human 26S proteasome, Ub4-pepOG fluorescence polarization; 20S core pre-blocked with epoxomicin; calls only at 20 µM; actives 0.59% (n = 360,000); AID 588493, 2011;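 active means inhibition at 20 µM, scaled to each plate's controls, above about 33%, limit read from the data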
MLLE-PAM2 inh – inhibitors of PABP1 MLLE–PAM2 peptide binding, primary screen, biochemical, fluorescence polarization, FITC-PAM2, GST-MLLE; inhibition, % at 20 µM; actives 0.36% (n = 360,000); AID 588489, 2011; in the data active means inhibition above about 35%, passing the limit was not always enough;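 further: plate controls were DMSO wells with GST-MLLE for no effect and wells lacking GST-MLLE protein for full effect; some results filed as inactive read as strong as hits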
Target sequence (P11940 whole entry, looked up): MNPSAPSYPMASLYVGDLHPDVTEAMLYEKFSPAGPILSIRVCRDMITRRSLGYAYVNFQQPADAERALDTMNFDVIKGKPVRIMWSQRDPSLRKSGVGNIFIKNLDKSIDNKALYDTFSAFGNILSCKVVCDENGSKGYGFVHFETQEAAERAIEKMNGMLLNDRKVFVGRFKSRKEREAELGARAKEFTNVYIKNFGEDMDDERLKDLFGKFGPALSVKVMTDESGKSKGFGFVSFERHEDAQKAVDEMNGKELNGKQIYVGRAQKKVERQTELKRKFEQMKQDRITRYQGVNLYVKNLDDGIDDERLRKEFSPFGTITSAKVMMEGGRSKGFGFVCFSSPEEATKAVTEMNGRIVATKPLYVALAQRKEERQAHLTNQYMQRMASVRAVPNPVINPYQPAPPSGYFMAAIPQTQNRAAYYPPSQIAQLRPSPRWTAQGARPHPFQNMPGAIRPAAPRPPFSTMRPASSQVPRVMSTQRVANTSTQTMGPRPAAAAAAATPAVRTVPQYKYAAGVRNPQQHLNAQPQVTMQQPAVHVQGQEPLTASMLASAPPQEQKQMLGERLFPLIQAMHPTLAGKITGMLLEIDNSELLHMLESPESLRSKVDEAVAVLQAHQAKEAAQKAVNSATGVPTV
NadD inh – inhibitors of S. aureus NadD, primary screen, biochemical, colorimetric, uHTS; Nicotinate-nucleotide adenylyltransferase NadD (Staphylococcus aureus N315); purified NadD enzyme, colorimetric absorbance read-out; inhibition, % at 20 µM; actives 0.78% (n = 360,000); AID 602399, 2012; in the data active means inhibition above about 26%; further: some compounds past the cut are filed as inactive
An asterisk follows results filed as active; i = inactive; / = not tested or not shown.

SMILES	CSN inh	Tb MetRS inh	Scp-1 inhibitor	DNMT1 inh	SUMO1-SIM PPI	STEP inh	LMPTP block	Rpn11 inh	MLLE-PAM2 inh	NadD inh
CC(=O)N1c2ccc(Cl)cc2C2C=CCC2C1c1cccc2ccccc12 (stereo not drawn)	1	-0.7	1	-4	-4	2	2.0	i	-3	17
CN(C)c1cccc(-c2cc(Nc3ccc(C(C)(C)C)cc3)ncn2)c1	-7	-0.3	/	-1	-6	1	-0.6	i	-14	7
O=C(COc1cccnc1[N+](=O)[O-])Nc1ccc(S(=O)(=O)N2CCOCC2)cc1	-5	0.6	-8	-2	-18	3	-1.5	i	-3	-4
COC(=O)C(C(=O)OC)=C(/C=C/C=C/N(C)C)N(C)C	-1	0.1	-4	-2	1	1	-0.3	i	22	0
Cn1c(/N=C(\N)c2ccccc2)nc2ccccc21	-3	-0.1	/	-1	4	0	2.0	i	12	-10
CCCCn1c(SCC(=O)Nc2nnc(CC)s2)nc2c1c(=O)n(C)c(=O)n2C	0	-0.8	-3	1	6	-3	-1.5	i	-5	-3
CSc1sc(C)cc1C1C(C#N)=C(N)N(c2cccnc2)C2=C1C(=O)CC(C)(C)C2 (stereo not drawn)	-4	-2.1	-5	-11	-8	1	-0.1	i	-2	0
CCC1(c2ccc(Cl)cc2)NC(=S)N(c2ccc(C)c(C)c2)N1 (stereo not drawn)	-1	-0.3	-2	0	4	1	0.2	i	-23	-4
Brc1ccc(CNCC2CCCO2)cc1 (stereo not drawn)	3	-1.6	-6	6	0	-1	-1.8	i	-1	-2
O=C(Nc1ccc(S(=O)(=O)N2CCOCC2)cc1)c1ccc([N+](=O)[O-])o1	3	-1.1	-4	0	-35	0	3.1	i	17	-1
Cc1c(NC(=O)C(C)n2cc([N+](=O)[O-])cn2)c(=O)n(-c2ccccc2)n1C (stereo not drawn)	-6	0.0	-5	1	-2	-1	-0.7	i	6	-8
Cc1ccc(C(=O)NCCN2CCOCC2)cc1Cl	-5	-0.5	-3	-1	3	-2	0.0	i	13	-4
COc1ccc(C)cc1NC(=O)CN1CCN(S(=O)(=O)c2ccc(Cl)cc2)CC1	-1	-0.6	-3	-2	-2	5	2.7	i	2	2
CCN(C(=O)c1cnc(NC(C)C)cc1C(F)(F)F)c1ccc(Cl)cc1Cl	3	-0.4	-10	2	0	2	0.3	i	4	-6
O=C1NC(Cc2ccc(O)cc2)c2nc3ccc(Cl)cc3c(=O)n2-c2cc3ccccc3cc21 (stereo not drawn)	1	-0.4	/	-21	-1	-2	1.2	i	1	18
O=C(Cc1nnc(NC(=O)c2ccccc2)s1)N/N=C/c1ccco1	1	0.1	-3	11	3	1	-1.3	i	-13	1
Cc1cc(NC(=O)CCc2ccc(-c3ccccc3)o2)no1	1	-0.6	-5	3	-1	-2	0.0	i	12	-6
CC1=C(C(=O)NC2CCC(C)CC2)C2(CCC(C)CC2)OC1=O (stereo not drawn)	0	-0.6	-8	1	1	2	-2.3	i	-5	-2
CCCCN(C(=O)CSc1nnc(Nc2ccc(C)c(C)c2)s1)c1c(N)n(Cc2ccccc2)c(=O)[nH]c1=O	8	-0.8	7	-1	-3	5	-4.2	i	-52	19
O=C(NCCCN1CCCC1)c1cccc(N2CCCC2=O)c1	-2	-0.3	2	-3	5	2	-4.3	i	6	1
CCc1noc(C)c1C(=O)N1CCN(c2cccc(C)c2C)CC1	-6	-0.2	-6	0	3	1	-0.4	i	-3	-4
CCC/C(O)=C1\C(=O)CC(c2ccccc2)CC1=NC (stereo not drawn)	3	0.0	-3	0	1	1	-2.2	i	-7	-2
O=C(NC(=S)Nc1ccccc1[N+](=O)[O-])c1ccco1	-3	-0.3	-1	-1	-15	1	1.5	i	13	-1
Cc1cc(C)c2c(N)c(C(=O)c3ccccc3)oc2n1	-2	0.2	-4	4	-16	1	-0.9	i	4	-3
CCN1CCN(c2ccc(S(=O)(=O)N3CCCCC3)cc2NC(=O)c2ccc(C)c(C)c2)CC1	2	-0.2	-5	-6	-11	3	-7.6	i	-22	-1
Cc1ccc(OCC(=O)NNC(=O)CSc2ncc(C#N)c(N)n2)cc1	-9	-0.7	-5	-1	8	4	0.1	i	-42	-3
COc1ccc(-n2c(=O)c3c4c(sc3n(CC(=O)NC3CCCC3)c2=O)CCCC4)c(OC)c1	-5	-0.5	0	-3	-1	3	0.4	i	0	-2
O=C(N/C(=C/C=C/c1ccccc1)C(=O)N1CCCCC1)c1ccc([N+](=O)[O-])cc1	-2	0.0	-3	-4	-22	3	1.1	i	1	-1
COc1ccc(CNc2nc(NCc3ccc(OC)cc3)c3ncn(C4CCCC4)c3n2)cc1	2	-0.3	16	9	4	0	2.4	i	3	6
COc1ccc(OC)c(NC(=S)N(CCc2c(C)[nH]c3ccc(C)cc23)Cc2cccs2)c1	8	-0.2	-9	-20	3	-1	3.1	i	1	10
O=C(c1cccc(S(=O)(=O)N2CCN(c3ccccc3)CC2)c1)N1CCCC(C(F)(F)F)C1 (stereo not drawn)	4	0.1	-2	-2	-1	4	1.4	i	-3	-1
COC(=O)C1CCN(C(=O)COc2ccc(S(=O)(=O)N3CCOCC3)cc2Cl)CC1	0	-0.4	-4	5	2	2	-0.1	i	-3	-1
CCN(c1cccc(C)c1)S(=O)(=O)c1cccc(C(=O)O)c1	-3	-0.4	-4	9	-2	3	-1.8	i	11	1
CC1CCCCC1NC(=O)COC(=O)c1ccc2c(c1Cl)C(=O)c1ccccc1C2=O (stereo not drawn)	1	0.1	17	33	8	2	-1.4	i	-14	2
O=C(Nc1ccccc1)Nc1nc(-c2ccc(Cl)cc2)cs1	2	-0.9	-12	-3	-2	-4	-0.9	i	17	0
C=CCNC(=S)NNC(=O)c1ccc(=O)n(Cc2ccc(Cl)cc2Cl)c1	7	34*	-7	-1	0	1	0.5	i	3	0

Rewritten with two lines to a compound: part of the list above.
Sequence of screens – CSN inh | Tb MetRS inh | Scp-1 inhibitor | DNMT1 inh | SUMO1-SIM PPI | STEP inh | LMPTP block | Rpn11 inh | MLLE-PAM2 inh | NadD inh
O=C(N/C(=C/C=C/c1ccccc1)C(=O)N1CCCCC1)c1ccc([N+](=O)[O-])cc1
 : -2 | 0.0 | -3 | -4 | -22 | 3 | 1.1 | i | 1 | -1
COc1ccc(CNc2nc(NCc3ccc(OC)cc3)c3ncn(C4CCCC4)c3n2)cc1
 : 2 | -0.3 | 16 | 9 | 4 | 0 | 2.4 | i | 3 | 6
COc1ccc(OC)c(NC(=S)N(CCc2c(C)[nH]c3ccc(C)cc23)Cc2cccs2)c1
 : 8 | -0.2 | -9 | -20 | 3 | -1 | 3.1 | i | 1 | 10

The listing continues:
SMILES	CSN inh	Tb MetRS inh	Scp-1 inhibitor	DNMT1 inh	SUMO1-SIM PPI	STEP inh	LMPTP block	Rpn11 inh	MLLE-PAM2 inh	NadD inh
CCCCNCCOCCOc1ccccc1-c1ccccc1	0	-0.5	-3	-1	3	-1	-2.3	i	4	-3
CC(NC(=O)c1ccccc1F)c1nnc(SCC(=O)N2CCN(c3ccccc3)CC2)n1C (stereo not drawn)	-3	-0.8	-5	0	0	-6	-2.3	i	-8	-5
COc1ccc(NC(=O)COc2ccc3c(C)cc(=O)oc3c2)cc1S(=O)(=O)N1CCCCC1	10	-0.5	8	63*	6	3	2.1	i	-65	14
CCN(CC)CCn1c2c(c(SCC(=O)Nc3ccccc3Cl)nc1=O)CCC2	-4	-0.7	-1	-1	3	-1	-0.4	i	5	-7
C=CCNc1nnc(-c2ccncc2)s1	-3	0.0	-3	1	-6	0	-0.7	i	0	0
CCOC(=O)C(=Cc1ccc2c(c1)OCO2)c1ccccc1	4	-0.1	-7	3	-4	0	1.1	i	8	-5
CCc1ccc(OCC(=O)NC(NC(=S)Nc2ccccc2C)C(Cl)(Cl)Cl)cc1 (stereo not drawn)	2	-0.1	-8	8	1	2	-0.2	i	15	14
CCCC(C(=O)NC1CCCC1)N(C(=O)Cn1nnc(-c2ccc(C)o2)n1)C1CCCC1 (stereo not drawn)	7	0.3	-6	2	-5	1	0.8	i	4	5
COc1ccccc1-n1c(CNC(=O)c2cccs2)n[nH]c1=S	-8	-0.3	-3	1	-2	1	-0.7	i	-4	1
CCCc1cc(=O)[nH]c(SCC(=O)CSc2nc(CCC)cc(=O)[nH]2)n1	4	0.0	-15	0	4	1	0.9	i	35	-1
CCN1CCN(c2ccc(N3CCN(C(=O)c4ccc(Br)o4)CC3)nn2)CC1	1	-0.3	-6	4	-13	-1	0.4	i	5	-1
O=C(O)c1ccc2c(c1)C(=O)N(CCCCCCCN1C(=O)c3ccc(C(=O)O)cc3C1=O)C2=O	1	-0.6	33	-2	-15	0	-2.0	i	-2	-3
CC(=O)Nc1ccc(SCC(=O)N(CCC#N)c2cc(C)cc(C)c2)cc1	5	-1.2	5	3	-2	0	-0.1	i	29	-6
Cc1nn(C)c(C)c1NC(=O)CCSc1nc(-c2ccco2)cc(C(F)(F)F)n1	-2	0.1	-2	-1	-6	-1	-2.5	i	2	2
Nc1ncnc2c1ncn2[C@@H]1O[C@H](CNCc2ccccc2OCC(=O)N2CCCCC2)[C@@H](O)[C@H]1O	-3	-0.1	-2	2	7	-2	-0.5	i	6	-1
COc1ccc(/C=N/NC(N)=S)cc1OC(=O)c1cccc2ccccc12	6	-0.5	-7	-12	-6	-2	3.1	i	-10	10
CC1=CC=CN2C1=NC(=O)CC2(C)C(=O)N(CC(=O)NC1CCCC1)c1cc(C)cc(C)c1 (stereo not drawn)	10	-0.4	-3	0	-1	0	0.1	i	-2	7
